# GRP78 ERSR act: ER stress response induction in glioma; U87-MG GRP78 promoter luciferase reporter, 16 h; Potency, µM, for inactives: at the top dose activation, actives largely listed as activators; 420,000 compounds, 0.02% hits; AID 602332; note: potency is the fitted concentration of half-maximal effect; series mostly up to about 76 µM; % of control where 0% means no effect; nearly all actives have a fitted effect of over 35% in size
#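 Stably transfected U87-MG human glioma cells carrying a GRP78-based luminescent sensor were seeded at 1000 cells/well, pin-dosed with compounds and incubated 16 h. Luciferase reagent was then added, and end-point luminescence was read after 10 min at room temperature.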
# D1 agonist: agonists of human D1 dopamine receptor. P21728. HEK293 T-REx D1 cells, calcium flux, agonist mode. activation, % at 2 µM. 360,000 compounds, 1% hits. AID 504660; in the data active = activation above about 30%; note: 0% is about no effect
#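 Agonism was scored from calcium flux recorded over 180 s (1 read/s) after pintool compound addition, following a 10-cycle baseline. Cells were inducible force-coupled HEK293 TREx D1, plated overnight at 30 C and loaded with no-wash calcium dye.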
# D1 antag: antagonists of human D1 dopamine receptor; activity change, negative = inhibition, % at 10 µM; 360,000 compounds, 3.2% hits; P21728; HEK293 TREx D1 cells, calcium flux, dopamine EC80; stronger effect = lower value; AID 504652; in the data active = activity change below about -30%; note: % is set by controls: 0 for no effect and ±100 for the full control effect
#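 Calcium flux readout: force-coupled, inducible Hek293 Trex D1 line, cells induced overnight at 30 C with tetracycline, dye-loaded 30–90 min at RT. Antagonism scored against EC80 dopamine challenge given 180 s after compound.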
# RXFP1 antag: RXFP1 (human) relaxin receptor antagonism. Q9HBX9. HEK293-RXFP1, relaxin-stimulated cAMP HTRF, 30 min; stronger effect = lower value. activity change, negative = inhibition, % at 57.5 µM. 350,000 compounds, 0.59% hits;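 active = activity change of -60% or lower, but not beyond a set lower limit; inconclusive = change between -60% and -40%, or beyond the set limit; inactive = change above -40%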; note: % is set by controls: 0 for no effect and ±100 for the full control effect
# Target sequence (Q9HBX9 whole entry, looked up): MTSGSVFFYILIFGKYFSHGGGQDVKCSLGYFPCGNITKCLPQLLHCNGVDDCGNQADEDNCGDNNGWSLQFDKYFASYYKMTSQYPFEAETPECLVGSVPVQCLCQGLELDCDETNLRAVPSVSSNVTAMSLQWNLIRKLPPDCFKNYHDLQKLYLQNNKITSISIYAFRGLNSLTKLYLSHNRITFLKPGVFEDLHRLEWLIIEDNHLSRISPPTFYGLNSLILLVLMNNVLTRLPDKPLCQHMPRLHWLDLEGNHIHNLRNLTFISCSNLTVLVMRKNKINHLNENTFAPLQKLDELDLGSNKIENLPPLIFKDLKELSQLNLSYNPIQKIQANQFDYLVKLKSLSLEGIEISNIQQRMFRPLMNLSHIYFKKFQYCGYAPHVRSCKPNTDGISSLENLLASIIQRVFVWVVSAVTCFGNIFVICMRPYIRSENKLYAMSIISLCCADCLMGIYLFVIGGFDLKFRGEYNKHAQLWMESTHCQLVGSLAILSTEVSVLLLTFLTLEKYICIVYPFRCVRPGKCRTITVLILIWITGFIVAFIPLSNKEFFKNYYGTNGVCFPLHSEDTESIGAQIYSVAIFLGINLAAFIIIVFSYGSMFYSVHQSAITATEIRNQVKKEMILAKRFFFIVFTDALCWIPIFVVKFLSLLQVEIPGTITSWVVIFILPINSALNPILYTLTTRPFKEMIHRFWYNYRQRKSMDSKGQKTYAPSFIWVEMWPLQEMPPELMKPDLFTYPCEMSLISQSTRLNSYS
# D2 PAM: positive allosteric modulators of human D2 dopamine receptor; HEK293 T-REx D2, calcium flux, EC20 dopamine potentiation; potentiation, % at 10 µM; 340,000 compounds, 0.34% hits; AID 485347;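 active = potentiation over 3 SD above the plate norm, cut at about 30% in these data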; note: 0% is about no effect
#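 Calcium flux readout, no-wash dye, 1 read/s. Inducible HEK293 Trex D2 line, overnight 30 C. Compound alone 180 s (agonist flags), then EC20 dopamine, another 180 s to score potentiation.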
# RXFP1 ag: RXFP1 (human) receptor agonism. 370,000 compounds, 0.3% hits. AID 2676. Potency, µM (doses to about 57.5 µM), for the others: at the top dose activation, actives largely listed as activators. HEK293T-RXFP1 cAMP TR-FRET, 30 min; response scale: percent of porcine relaxin response, buffer zero; note: potency is the fitted concentration of half-maximal effect; % is set by controls: 0 for no effect and ±100 for the full control effect; nearly all actives have a fitted effect of over 60% in size; many of its hits are not listed in these tables
#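 HEK293T cells stably expressing RXFP1 were pretreated with the PDE4 inhibitor Ro 20174, exposed to compounds for 30 min at 37C, lysed, and cAMP was read by TR-FRET. Data normalized to buffer (basal) and 29 nM porcine relaxin (100%).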
# D1 PAM: potentiators of human D1 dopamine receptor; HEK293 TREx D1 cells, calcium flux, dopamine EC20 potentiation; potentiation, % at 10 µM; 360,000 compounds, 0.036% hits; in the data active = potentiation above about 30%; note: 0% is about no effect
# Vif-A3F inh: inhibitors of Vif-A3F interaction; HeLa A3F-eYFP + Vif (tagged APOBEC3F with the HIV-1 protein that degrades it), YFP fluorescence increase; Potency, µM (doses to about 46.1 µM), without a hit: top-dose activity, negative = active; 390,000 compounds, 0.2% hits; note: potency is the fitted concentration of half-maximal effect; % of control where 0% means no effect; nearly all actives have a fitted effect of over 65% in size
#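 HeLa cells stably expressing A3F-eYFP plus Vif, plated and incubated overnight at 37 deg C, then exposed to compounds overnight at 37 deg C. Blocked degradation read as raised yellow fluorescence (Ex 488/Em 500-530).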
# Vif-A3G inh: Vif-A3G binding inhibition; Q9HC16; 410,000 compounds, 0.076% hits; HeLa A3G-eYFP + Vif (tagged APOBEC3G with the HIV-1 protein that degrades it), YFP fluorescence, overnight; Potency, µM (series often up to 46.1 µM), without a hit: top-dose activity, negative = active, usual class: inhibitors; AID 602310;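 note: potency is the fitted concentration of half-maximal effect; % is set by controls: 0 for no effect and ±100 for the full control effect; nearly all actives have a fitted effect of over 60% in size; hits raise eYFP signal because A3G escapes Vif-driven loss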
#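 Read-out is eYFP fluorescence (Ex 488/Em 500-530) from Vif-expressing HeLa A3G-eYFP cells; more signal means A3G escaped Vif-mediated degradation. Cells plated overnight, compound pinned in, incubated overnight at 37 deg C.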
# Active calls of the source: *; ? = inconclusive; . = not tested or not shown; & = joins results of further samples. Unless noted, calls come from the whole dose curve; as a rule, active = well fitted curve in the direction sought with a large enough effect; inconclusive = small, poorly fitted or top-dose-only effect, or another doubt; inactive = no such curve, though single readings can be large; an effect the other way counts as inactive or inconclusive.
SMILES,GRP78 ERSR act,D1 agonist,D1 antag,RXFP1 antag,D2 PAM,RXFP1 ag,D1 PAM,Vif-A3F inh,Vif-A3G inh
COc1cc(C(=O)Nn2cnnc2)ccc1OC(F)F,0%,4,-15,-6,6,2.9%,-1,9%,-8%
Cc1cc2c(C)c(C)c(=O)[nH]c2cc1N,-3%,-1,.,11,-2,5.3%,-2,-10%,5%
CN(C)c1ccc(CNC(=O)Cn2c(-c3cccs3)cc3cc(Cl)ccc32)cc1,-2%,-1,0,-9,-2,6.9%,-1,-15%,-2%
O=c1cc(CSc2nnc(COc3ccccc3)n2-c2ccccc2)c2ccccc2[nH]1,-3%,-1,-1,4,-1,4.5%,-2,-4%,-2%
O=C(NC1CCS(=O)(=O)C1)c1c(NC(=O)C2COc3ccccc3O2)sc2c1CCCC2 (stereo not drawn),-6%,4,0,-6,3,0.2%,-3,?,-17%
COc1ccc(S(=O)(=O)N2CCOCC2)cc1C(=O)N1CCCCCC1,-3%,2,-6,1,-7,0.1%,7,-7%,-4%
Cc1ccc(C(=O)NCC(=O)OC(C)C(=O)NC2CCCCC2C)cc1C (stereo not drawn),0%,2,-1,10,-3,1.5%,5,10%,-2%
CN1CCN(CCNC(=O)c2cnn(-c3cccc(Cl)c3)c2C2CCN(C(=O)OC(C)(C)C)CC2)CC1,-3%,1,12,-18,-4,-1.8%,3,3%,3%
COc1ccc(S(=O)(=O)N2CCC3(CC2)OCCO3)cc1,-3%,2,3,3,-1,-0.1%,1,3%,-5%
COc1cccc(/C=N/n2nnc3c(cnn3-c3ccccc3)c2=O)c1,-8%,4,24,-20,-1,-1.0%,2,.,-1%
O=C(c1ccc(CNS(=O)(=O)c2cccc(Cl)c2)cc1)N1CCCCC1,-6%,15,-24,-9,-6,0.1%,-4,3%,0%
CC(C)c1ccc(NC(=O)Cc2ccc(NC3=NC4CS(=O)(=O)CC4S3)cc2)cc1 (stereo not drawn),1%,0,31,8,0,2.6%,0,0%,-4%
O=c1c2c3c(sc2nnn1Cc1ccc(F)cc1)CCCC3,-2%,-1,-2,-10,7,-1.1%,0,5%,-4%
O=C(Nc1nnc(Cc2c[nH]c3ccccc23)s1)c1ccc(Cl)cc1Cl,-2%,0,14,-22,11,-1.2%,5,?,-17%
Oc1[nH]c2ccccc2c1N=Nc1ccc(C(F)(F)F)cn1,8%,3,4,-8,-5,2.1%,-2,-14%,-2%
COCCNC(=O)C(c1ccc(OC)cc1)N(CCOC)C(=O)CCC(=O)Nc1nccs1 (stereo not drawn),-2%,3,4,-2,-14,-1.8%,6,-5%,-1%
Cc1ccc(-c2cc3c(nn2)-c2ccccc2C3=O)cc1,-16%,0,-5,7,-4,-0.7%,5,-3%,-10%
COc1ccc(O)c(C2=Nc3ccccc3N=C(c3cccs3)C2)c1,-4%,3,-6,7,-9,-0.5%,-4,-16%,1%
COC(=O)[C@@H](c1ccccc1)N(C)S(=O)(=O)c1cccc(S(=O)(=O)N(C)[C@@H](C(=O)OC)c2ccccc2)c1,-2%,13,-4,.,3,-0.4%,-7,6%,4%
COc1ccc(C2CC(c3ccccc3)=NN2C(=O)CN2N=NC3C(=O)N(c4cccc(F)c4)C(=O)C32)cc1 (stereo not drawn),-1%,4,6,-34,-8,1.6%,-1,-3%,0%
CCOc1ccc(NC(=O)N(CCC(C)C)C(C)c2ccco2)cc1 (stereo not drawn),-3%,0,-66*,-5,-9,0.8%,1,3%,-4%
Cc1c(Cl)cccc1NC(=O)CSc1nc(=O)[nH]c2c1CCC2,-1%,-2,.,3,-3,3.7%,0,-2%,3%
Cc1cc(C)c(C)c(S(=O)(=O)NCC(=O)NCC2CCCCC2)c1C,-4%,15,-2,-17,3,0.8%,-4,-14%,-1%
O=C(O)c1cnn2c1C(=O)N(Cc1cccs1)CC2,0%,1,5,9,1,0.1%,-2,-4%,-1%
O=C(Nc1cc(Cl)ccc1Cl)C1CC(=O)N(c2ccccc2)C1 (stereo not drawn),-9%,0,-13,-3,-6,1.0%,-4,-8%,?
CC[C@@H](C)C(C(=O)N1CCN(C(=O)OC(C)(C)C)CC1)n1cc(-c2cn([C@@H](C)C(=O)N3CCN(C(=O)OC(C)(C)C)CC3)nn2)nn1 (stereo partly drawn),-5%,1,-4,.,.,0.0%,8,4%,0%
CCN(C(=O)C1CCCN(S(=O)(=O)c2c(C)noc2/C=C/N(C)C)C1)c1cccc(C)c1 (stereo not drawn),-3%,-1,8,-4,3,-0.1%,-1,-17%,-8%
COC(=O)c1ccc2c(=O)n(Cc3ccco3)c(SCC(=O)Nc3cc(C)on3)nc2c1,-3%,5,.,-1,-6,29%,-1,0%,0%
O=C(Nc1ccccc1)c1ccccc1OCc1ccc(S(=O)(=O)N2CCOCC2)cc1,-5%,1,5,9,16,-0.3%,3,-20%,1%
O=C(COC(=O)c1ccc([N+](=O)[O-])cc1)NC12CC3CC(CC(C3)C1)C2,2%,.,.,-2,.,.,.,0%,-2%
CCOc1ccccc1N1CCN(C(=O)c2ccc(Cl)c(S(=O)(=O)N3CCCCC3)c2)CC1,-5%,0,4,-30,4,-0.4%,0,1%,0%
CC(O)[C@H]1CNC(=O)C(=O)N1CC1(c2ccccc2)CC1 (stereo partly drawn),-3%,8,0,.,-1,-8.7%,-3,6%,1%
CC(C)CCNC(=O)C(C)N(Cc1ccc(F)cc1)C(=O)c1ccc(CN2CCCCC2)o1 (stereo not drawn),-3%,-1,7,-3,.,0.3%,-1,2%,-1%
CCOCCCNC(=O)C1CCC(CNS(=O)(=O)c2ccc(OC)cc2)CC1 (stereo not drawn),1%,2,8,-20,2,3.5%,2,17%,-2%
S=C1NC2(CCS1)Oc1ccccc1C1CC(c3ccccc3)=NN12 (stereo not drawn),.,0,-7,.,2,0.0%,3,.,.
COC(=O)[C@@H](NS(=O)(=O)c1cc(Br)ccc1Br)C(C)C,-1%,.,.,-1,.,.,.,-2%,3%
Cc1cccc(Nc2c3c(nc4nncn24)CCC3)c1C,-1%,-1,10,0,1,0.4%,0,14%,8%
O=C(Cc1noc2ccccc12)Nc1ccc(Cl)cc1,4%,3,3,.,-8,1.1%,-3,-3%,1%
CC(=O)NN1C(=O)c2ccccc2NC1c1ccccc1O (stereo not drawn),-3%,2,29,5,1,1.5%,10,11%,-5%
O=C(c1ccco1)N1CCN(C(c2ccc(Cl)cc2)c2nnnn2Cc2ccccc2)CC1 (stereo not drawn),-4%,4,6,-11,2,0.9%,-2,2%,-2%
CCOc1ccccc1N1CCN(C(=O)c2cc3c(s2)CCC3)CC1,4%,-1,-4,-27,-6,1.3%,2,-8%,1%
Cc1nc(CNS(=O)(=O)c2ccc3c(c2)OCCO3)cs1,-2%,3,-11,-3,-10,1.3%,-6,1%,0%
CC1CC2(CCCC2)N(C(=O)c2ccccc2)Cc2ccccc21 (stereo not drawn),-5%,4,24,-26,-6,3.2%,-4,-16%,6%
OCc1cn(-c2ccccc2)nn1,-3%,0,-11,13,-11,-0.3%,-3,-14%,-1%
CCOC(=O)c1sc(Nc2ccc(C)cc2C)nc1C,2%,3,-4,-17,4,2.7%,-2,1%,-1%

# Only D2 PAM and Vif-A3F inh, for two of the compounds above:
Compound | D2 PAM | Vif-A3F inh
O=c1cc(CSc2nnc(COc3ccccc3)n2-c2ccccc2)c2ccccc2[nH]1 | -1 | -4%
O=C(NC1CCS(=O)(=O)C1)c1c(NC(=O)C2COc3ccccc3O2)sc2c1CCCC2 (stereo not drawn) | 3 | ?

# Returning to the listing with the 2 entries that preceded the break.
SMILES,GRP78 ERSR act,D1 agonist,D1 antag,RXFP1 antag,D2 PAM,RXFP1 ag,D1 PAM,Vif-A3F inh,Vif-A3G inh
OCc1cn(-c2ccccc2)nn1,-3%,0,-11,13,-11,-0.3%,-3,-14%,-1%
CCOC(=O)c1sc(Nc2ccc(C)cc2C)nc1C,2%,3,-4,-17,4,2.7%,-2,1%,-1%
COc1ccc(NC(=O)C2CCN(C(=O)Cc3ccccc3)CC2)cc1OC,-1%,3,1,-3,1,-0.2%,0,12%,0%
Cc1sc2nc(SCC(=O)N3CC(C)OC(C)C3)n(C)c(=O)c2c1C (stereo not drawn),-3%,4,-8,-17,-3,3.3%,1,1%,-2%
Cc1cccc(OCCNC(=O)c2cc(-n3cnnc3)ccc2Cl)c1,-3%,2,-5,-27,10,-1.6%,-8,2%,1%
O=C(O)C(C(O)c1ccc([N+](=O)[O-])cc1)[n+]1ccccc1 (stereo not drawn),-5%,0,-22,.,-11,0.9%,-9,1%,0%
Cc1cccc(/C=C\c2nc3ccccc3c(=O)[nH]2)c1,-1%,2,4,13,3,-0.7%,-5,-30%,?
CCCCC(=O)Nc1nnc(S(=O)(=O)N2CCCCCC2)s1,-3%&-2%,2&12,-5&-4,?,-5&0,0.5%&-1.8%,4&-3,2%&-1%,-4%&0%
Cn1c(=O)[nH]c(=O)c2c1nc(NCCO)n2CC(O)COc1ccccc1 (stereo not drawn),0%,-1,9,-5,-12,4.0%,-2,0%,-3%
COc1ccc(C(=O)c2c(N)c(C(=O)Nc3cccc(OC)c3)c3ccccn23)cc1,.,-1,4,3,-1,7.6%,-2,.,.
CCCCN(CCCC)c1nc(-c2ccccc2)nc2ccccc12,-1%,0,2,-1,4,-1.1%,4,-6%,4%
CC(=O)N(CCCCN1C(=O)c2ccccc2C1=O)c1ccc(C)cc1,-4%,0,0,5,-1,0.4%,-2,6%,9%
COc1ccc(C)cc1NC(=O)CSc1ncc2c(n1)-c1ccc(Cl)cc1N(Cc1ccccc1)S2(=O)=O,-2%,3,-1,.,1,0.2%,3,0%,5%
O=C(Nc1nc(-c2ccc(Cl)cc2)cs1)NC1CCCCC1,3%,1,-1,?,7,0.3%,5,-10%,7%
CSc1nnc2c(n1)c(C)nn2-c1cccc(C)c1,8%,2,-1,-14,-10,3.8%,4,1%,-6%
COc1ccc(S(=O)(=O)N(CC(=O)N/N=C/c2cccs2)c2cc(C)cc(C)c2)cc1OC,-1%,3,-4,2,0,-1.2%,-3,-2%,0%

# Screening data: PubChem BioAssay, National Center for Advancing Translational Sciences (NCATS)

# An excerpt (hit frequency here may not be typical).
